TRb SRC2 PPI: TRbeta-SRC2 interaction inhibition. TRbeta-SRC2 peptide binding, fluorescence polarization; receptor liganded with 1 µM T3. Potency, µM (titrated, usually from 106 µM), without a hit: top-dose activity change, negative = inhibition, usual class: inhibitors. actives 0.065% (n = 280,000);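 further: plate controls were bound peptide for no effect and peptide without receptor for full effect; nearly all actives have a fitted effect of over 50% in size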
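Assay buffer: 20 mM Tris-HCl, 100 mM NaCl, 10% glycerol, 1 mM EDTA, 0.01% NP-40, 1 mM DTT, 1 uM T3, 5% DMSO; TRb LBD 0.6 uM, Texas Red SRC2 20 nM; FP after 5 hr.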
Tau fibril FP: inhibitors of human tau fibril formation | actives 0.39% (n = 280,000) | AID 1468 | Potency, µM (doses to about 57.7 µM), without a hit: at the highest dose activity, negative = inhibition, actives largely listed as inhibitors | P10636 | K18 P301L tau heparin fibrillization, Alexa594 FP, 6 h; further: nearly all actives have a fitted effect of over 55% in size
Target sequence (P10636 561-689 P618L limits assumed): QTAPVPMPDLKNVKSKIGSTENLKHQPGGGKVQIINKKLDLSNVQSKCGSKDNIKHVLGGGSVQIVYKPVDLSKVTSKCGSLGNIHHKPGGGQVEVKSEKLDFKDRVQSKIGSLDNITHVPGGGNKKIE
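Read-out: fluorescence polarization of Alexa 594-labeled tau (0.24 uM), 555 nm excitation, 632 nm emission. Mixtures held 15 uM unlabeled K18 P301L, compound and 20 uM heparin, pH 7 acetate buffer, incubated 6 hr at 37 C.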
Tau ThT inhib: blocks human tau fibril formation measured by thioflavin T. actives 2.1% (n = 270,000). Potency, µM (series often up to 57.4 µM), inactives show at the highest dose activity, negative = inhibition, usual class: inhibitors. recombinant tau K18 P301L (four-repeat tau fragment), heparin-induced fibrillization, ThT fluorescence. AID 1460; further: nearly all actives have a fitted effect of over 55% in size
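Tau K18 P301L fragment (15 uM unlabeled plus 0.24 uM Alexa 594-labeled) in 100 mM sodium acetate pH 7 with compound, fibrillization induced by 20 uM heparin for 6 hr at 37 C. Thioflavin T (30 uM) added, fluorescence read after 1 hr (ex 450, em 510 nm).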
TexasRed fluor: alters Texas Red total fluorescence, flagging assay interference; TRb/SRC2 Texas Red total fluorescence interference; Potency, µM (top dose mostly 106 µM), for the others: at the highest dose fluorescence change, negative = quenching; actives 0.29% (n = 280,000); active means well fitted curve in either direction with a large enough effect; inconclusive means small, poorly fitted or top-dose-only effect
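Human TRβ ligand-binding domain (0.6 uM) and Texas Red SRC2 peptide (20 nM) in Tris buffer with 1 uM T3 and 5% DMSO were incubated with pinned compound for 5 hr at ambient temperature. Total fluorescence was computed as S + 2P (555/632 nm).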
GoLoco inh red: RGS12 GoLoco-Gai1 interaction inhibition; P63096; Gai1:RGS12 GoLoco peptide FP, rhodamine, 10 min; Potency, µM (highest dose often 61.6 µM), for inactives: at the highest dose activity, negative = inhibition, usual class: inhibitors; actives 0.44% (n = 230,000); active means well fitted inhibition curve with a large enough effect, not every such curve was filed as active; inactive means no such curve, though single readings can be large or run the other way; further: nearly all actives have a fitted effect of over 30% in size; many of its hits are not listed in these tables
Target sequence (P63096 whole entry, looked up): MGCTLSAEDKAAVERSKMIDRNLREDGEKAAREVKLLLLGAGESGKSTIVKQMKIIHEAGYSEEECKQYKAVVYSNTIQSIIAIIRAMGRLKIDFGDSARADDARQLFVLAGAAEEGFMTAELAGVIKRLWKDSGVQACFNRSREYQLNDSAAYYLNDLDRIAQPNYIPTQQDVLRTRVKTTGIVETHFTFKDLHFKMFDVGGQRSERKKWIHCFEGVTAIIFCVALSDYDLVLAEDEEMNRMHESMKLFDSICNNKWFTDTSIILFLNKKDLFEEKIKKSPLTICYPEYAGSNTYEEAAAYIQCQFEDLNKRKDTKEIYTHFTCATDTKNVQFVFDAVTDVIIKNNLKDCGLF
RECQ1 helicase: inhibitors of human RECQ1 DNA helicase | P46063 | RECQ1 DNA unwinding, red fluorescence kinetic read | Potency, µM (doses to about 57.3 µM), for the others: at the highest dose activity, negative = inhibition, most hits filed as inhibitors | actives 0.54% (n = 240,000) | AID 2549;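 further: plate controls were vehicle for no effect and no enzyme for full effect; nearly all actives have a fitted effect of over 30% in size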
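RECQ1T1 50 nM; forked duplex (20 bp + 30-nt ss tails) 200 nM, ATP 2 mM final; pH 8.0, 2 mM MgCl2, 2.5 ug/ml poly(dI-dC); 15 min compound preincubation; discontinuous kinetic read over 2 h at RT.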
JMJD2E inh: JMJD2E (human) inhibition; B2RXH2; JMJD2E catalytic domain, FDH-coupled NADH fluorescence (FDH is formaldehyde dehydrogenase); Potency, µM (series often up to 57.1 µM), without a hit: at the highest dose activity change, negative = inhibition, actives largely listed as inhibitors; actives 1.6% (n = 230,000); active means well fitted inhibition curve with a large enough effect, not every such curve was filed as active; inconclusive means small, poorly fitted or top-dose-only effect, or another doubt; inactive means no such curve, though single readings can be large or run the other way;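 further: 0% = wells with enzyme and -100% = buffer wells without enzyme; nearly all actives have a fitted effect of over 50% in size; many of its hits are not listed in these tables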
Target sequence (B2RXH2 1-337 limits assumed): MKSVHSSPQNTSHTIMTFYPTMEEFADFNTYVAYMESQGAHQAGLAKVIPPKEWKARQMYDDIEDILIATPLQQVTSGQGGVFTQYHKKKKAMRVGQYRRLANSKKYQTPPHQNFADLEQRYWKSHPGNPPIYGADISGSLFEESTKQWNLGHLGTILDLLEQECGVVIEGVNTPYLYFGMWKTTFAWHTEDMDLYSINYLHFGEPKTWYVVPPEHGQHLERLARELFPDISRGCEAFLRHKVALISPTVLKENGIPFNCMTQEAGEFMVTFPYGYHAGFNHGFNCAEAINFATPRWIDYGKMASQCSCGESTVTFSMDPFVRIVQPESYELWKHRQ
L3MBTL1 inh: blocks human L3MBTL1. Q9Y468. AlphaScreen L3MBTL1–H3K9me1 peptide binding. Potency, µM (highest dose often 57.1 µM), inactives show top-dose activity, negative = inhibition, hits mostly inhibitors. actives 0.66% (n = 230,000). AID 485360; further: nearly all actives have a fitted effect of over 60% in size
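Read-out is AlphaScreen signal from streptavidin donor and nickel chelate acceptor beads (10 ug/mL final each) bridging L3MBTL1 (50 nM) and biotinylated K9-monomethylated H3(1-15) peptide (75 nM), after 30 min compound exposure at room temperature.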
The depositor's hits bear a star; i = inactive; ? = inconclusive; nt = no result given; [ ] = another dose, or the depositor's remark. Unless noted, the call rests on the fitted dose curve; in most records, active means well fitted curve in the direction sought with a large enough effect; inconclusive means small, poorly fitted or top-dose-only effect, or another doubt; inactive means no such curve, though single readings can be large; an effect the other way counts as inactive or inconclusive. Unless noted, on the % scale 0 is the no-effect control and ±100 the full control effect; potency means the concentration at half of the fitted maximal effect. Some of the compounds tested (hit frequency here may not be typical).

smiles	TRb SRC2 PPI	Tau fibril FP	Tau ThT inhib	TexasRed fluor	GoLoco inh red	RECQ1 helicase	JMJD2E inh	L3MBTL1 inh
O=C(Nc1cccc(C(F)(F)F)c1)c1cc2ccc3cccnc3c2[nH]1	3%	?	-10%	-8%	nt	nt	nt	nt
CCn1c(=O)cc(OCC(=O)N2CCN(c3ccc(C(C)=O)cc3)CC2)c2ccccc21	-11%	3%	-11%	-1%	nt	nt	nt	nt
CCCCOCCCNCC(=O)Nc1ccc(S(N)(=O)=O)cc1	0%	0%	1%	0%	6%	i	15%	8%
CC(C)(C)NC(=O)CCSc1nc(-c2ccc3c(c2)OCO3)cc(C(F)(F)F)n1	3%	?	-10%	-21%	nt	nt	nt	nt
Cc1ccc2oc(=O)cc(CN3CCC(C)CC3)c2c1	1%	3%	-4%	0%	-4%	0%	-22%	7%
O=C1COc2ccc(C(=O)COC(=O)Cc3ccccc3F)cc2N1	-3%	1%	-3%	-1%	-3%	i	?	6%
O=C(C1CCN(Cc2cc(Cl)ccc2O)CC1)N1CCN(Cc2ccccc2)CC1	3%	-5%	-10%	0%	-1%	-15%	-29%	6%
Cc1ccc(NC(=O)CCc2c(C)nc3ncnn3c2C)cc1	-8%	-10%	0%	-3%	3%	-5%	-1%	7%
Cc1ccc(NC(=S)NCCN2CCOCC2)cc1	-2%	-5%	-4%	0%	9%	i	-6%	1%
C[N+]1(C2CCC3CCC2C3O)CCCC1 (stereo not given)	-1%	4%	-8%	-4%	16µM*	3%	-22%	3%
Cn1nc(-c2ccccc2)c(C(=O)NC(C(=O)O)c2ccccc2)c1Cl (stereo not given)	2%	-7%	-5%	-1%	-3%	i	3%	6%
O=C(CSc1nc2ccccc2n1CCc1ccccc1)N1CCOCC1	-2%	6%	-8%	1%	nt	-8%	1%	-12%
CCOC(=O)Cc1csc(NS(=O)(=O)c2ccc(C(F)(F)F)cc2)n1	-2%	10%	-7%	-6%	-2%	0%	4%	-1%
Cn1/c(=N/NC(=O)c2ccccc2F)sc2ccccc21	5%	2%	-10%	0%	13%	-3%	2%	1%
COc1ccc(C(=O)c2c(O)cc(-c3ccc(OC)cc3)oc2=O)cc1	0%[53 µM]	-10%	2%	-2%[53 µM]	11%	-5%	-5%	7%
O=C(COc1ccc2ccccc2c1)NN1C(=O)c2ccccc2C1=O	2%	-3%	-6%	-4%	-7%	-1%	-2%	9%
COCCNC(=O)CSc1cc(=O)n(C)c2cc(Cl)ccc12	-1%	4%	-12%	3%	-1%	-14%	?	nt
O=C1c2ccccc2NC(c2cn[nH]c2-c2ccc(Cl)cc2)N1O (stereo not given)	0%	-3%	-10%	0%	5%	i	?	8%
Cc1c(N=C2NC(=O)C(CC(=O)Nc3ccc(Cl)cc3)S2)c(=O)n(-c2ccccc2)n1C (stereo not given)	2%	2%	-4%	2%	30%	-4%	5%	nt
COc1cccc(C2CC(C(F)(F)F)n3ncc(C(=O)NCC4CCCO4)c3N2)c1 (stereo not given)	6%	0%	4%	4%	3%	0%	2%	8%
C=CCn1c(=NC(=O)C2COc3ccccc3O2)sc2cccc(OC)c21 (stereo not given)	-2%	0%	?	1%	5%	-6%	?	-1%
COc1ccccc1-n1c(SCC(=O)N2CCCCC2)nc2cccnc21	2%	1%	-6%	1%	4%	-2%	-4%	2%
CCCCC(=O)Nc1ccc(NC(=S)NC(=O)CCCCl)cc1OC	-2%	-4%	0%	0%	10%	-3%	-5%	0%
Cn1c(N)c(C(=O)c2ccccc2)c(=O)n(C)c1=O	3%	-5%	5%	-1%	1%	i	10%	nt
Cc1cccc(-n2nnnc2-c2cnccc2C(F)(F)F)c1C	11%	-11%	-7%	-1%	5%	i	-7%	-10%
NNC(=O)c1oc2nc(-c3ccccc3)cc(-c3ccco3)c2c1N	1%	14%	nt	-9%	16%	-11%	-10%	nt
Cc1ccccc1NC(=O)NCCCN1CCN(c2ccccc2F)CC1	6%	-3%	0%	0%	nt	nt	nt	nt
CCc1cccc(C)c1NC(=O)C1CCCN1S(=O)(=O)c1cccc2nsnc12 (stereo not given)	-2%	-4%	5%	4%	nt	nt	nt	nt
CCN1CCN(C(=S)Nc2cccc([N+](=O)[O-])c2)CC1	1%	2%	-9%	-6%	nt	-5%	-4%	-1%
Cc1ccsc1/C=N/NC(=O)c1ccc([N+](=O)[O-])cc1	-3%	8%	?	-3%	8%	i	10%	4%
CCOC(=O)c1sc(NC(=O)Nc2ccccc2Cl)cc1C	-1%[53 µM]	?	-8%	0%[53 µM]	17%	i	27%	-11%
O=C(CC(Nc1ccccc1)C(=O)O)c1ccccc1 (stereo not given)	-1%	-10%	?	0%	7%	-13%	-3%	-4%
O=C(Cn1nc(-c2ccccc2)c2cnc3ccc(F)cc3c21)NC1CCCC1	0%	-11%	?	2%	nt	nt	nt	nt
CN(C)c1ccc(/C=C2\CCCCC2=O)cc1	0%	8%	?	-1%	7%	i	-4%	-7%
Cc1c(N=Cc2nc3ccccc3n2C)c(=O)n(-c2ccccc2)n1C	4%	-6%	-12%	2%	0%	-4%	1%	6%
COc1ccc(OC)c(CC(NC(C)=O)C(=O)NC2CCN(c3c(Cc4ccccc4)c(C)nc4ncnn34)CC2)c1 (stereo not given)	-3%	9%	-15%	4%	16%	-15%	-5%	5%
COc1ccccc1NC(=O)c1ccc(NC(=O)CSc2nncn2C)cc1	10%	-2%	?	-7%	3%	-1%	-4%	-7%
CP(=O)(Nc1cc(Cl)ccc1Cl)c1nc2c(s1)CCCC2 (stereo not given)	-3%	7%	nt	1%	-1%	-11%	-1%	nt
COc1ccc(CNC(=O)C2C3C=CC4(CN(Cc5cccnc5)C(=O)C24)O3)cc1 (stereo not given)	4%	6%	-7%	-2%	6%	-7%	-2%	nt
O=C(N/N=C/c1ccc[nH]1)c1ccc2c(c1)OCO2	9%	0%	?	0%	-10%	-7%	?	?
CCN(CC)c1ccc(/C=N/Nc2nc(C)cc(C)n2)c(O)c1	10%	4%	4%	0%	213%[activator]	8%	-11%	?
CC(C)CCNC(=O)Cn1nc(N2CCN(c3ccccc3)CC2)ccc1=O	8%	4%	-2%	0%	nt	nt	nt	nt
CCOC(=O)CN1C(=O)C(=O)c2cccc(C)c21	5%	?	-13%	0%	-1%	-6%	-1%	-14%
CCc1ccccc1NC(=O)Cc1ccc(NC(=O)N2CCCCc3ccccc32)cc1	-9%	0%	-12%	1%	nt	nt	nt	nt
CCCNC(=O)[C@H](Cc1c[nH]c2ccccc12)NC(=O)c1ccccc1Cl	1%	-7%	-7%	6%	4%	-4%	16%	-4%
COc1ccc([C@@H]2CC(=O)c3c(O)cc(O)cc3O2)cc1O	-10%	-4%	-15%	0%	5%	2%	5%	-18%
Cc1ccc(-c2nnc(SCC(=O)N3CCN(c4ccccc4)CC3)o2)cc1	5%	-5%	-8%	-1%	-2%	-8%	?	6%
CCOC(=O)c1cnc(/N=C/N(C)C)s1	2%	-1%	-1%	2%	-1%	-22%	-15%	nt
CC(C)Cc1ccc(S(=O)(=O)N2CCCC2)cc1	-4%	2%	-18%	-1%	-3%	i	-3%	nt
CC(O)C(NS(=O)(=O)c1ccc(Cl)cc1)C(=O)OCc1nnc(-c2ccccc2)o1 (stereo not given)	-12%	2%	6%	1%	-6%	i	-2%	30%
COc1ccc(S(=O)(=O)N2CC3CCCN3c3cc(C(F)(F)F)ccc32)cc1 (stereo not given)	4%	2%	10%	2%	10%	i	-2%	-6%
Cc1cccc(NC(=O)C2CCN(S(=O)(=O)c3cccc4nsnc34)CC2)c1C	0%	-1%	-2%	-1%	nt	nt	nt	nt
Cc1cccc(C(=O)Nc2ccc3oc(-c4ccncc4)nc3c2)c1	10%	?	?	-2%	nt	nt	nt	nt
NNC(=O)c1cc2c(s1)CCCCCC2	-9%	1%	-6%	0%	-1%	-16%	22%	3%
CC(C)C(OC(=O)c1cccs1)C(=O)NCc1cccs1 (stereo not given)	2%	-9%	-1%	-1%	7%	-6%	-3%	1%
COc1ccc(C(=O)CSc2nc3ncccc3[nH]2)cc1OC	4%	-8%	?	0%	6%	3%	8%	-1%

The list goes on:
smiles	TRb SRC2 PPI	Tau fibril FP	Tau ThT inhib	TexasRed fluor	GoLoco inh red	RECQ1 helicase	JMJD2E inh	L3MBTL1 inh
COc1ccc(C2(C)NC(=O)N(CC(=O)Nc3ccc(S(=O)(=O)N4CCCC4)cc3)C2=O)cc1 (stereo not given)	1%	-7%	-4%	1%	2%	i	-11%	-10%
CCSC1=C(C#N)C2(CCCCC2)C2=C(CC(C)(C)CC2=O)N1	2%	-3%[2.34 µM]	8%	3%	5%	i	14%	19%
CCOC(=O)c1ccc(NC(=O)CSc2nc3c(c(=O)n2-c2ccccc2OC)SCC3)cc1	-2%	-3%	-4%	1%	-4%	-13%	5%	0%
COc1cccc(C2C(C(=O)Nc3ccc(C)cc3C)=C(C)Nc3ncnn32)c1OC (stereo not given)	-2%	0%	?	2%	-1%	-11%	3%	3%
COc1ccc(Cl)cc1N/C(N)=N/c1nc(C)cc(=O)[nH]1	9%	-5%	-15%	-2%	-5%	-13%	-4%	4%
CN(C)CCCSc1nc(-c2ccccc2)nc2c1CCC2	-6%	3%	0%	?	4%	-7%	8%	?
O=C(c1cc([N+](=O)[O-])ccc1Cl)N1CCN(Cc2ccc3c(c2)OCO3)CC1	3%	7%	-2%	0%	20%	-14%	9%	-8%
Cn1nnnc1SCC(=O)NC1CCCCC1	-2%	-3%	7%	-2%	-6%	9%	5%	-13%

Compound activity: PubChem, National Center for Advancing Translational Sciences (NCATS)
